Sm TGR block: qHTS Assay for the Inhibitors of Schistosoma Mansoni Peroxiredoxins; Schistosoma mansoni thioredoxin glutathione reductase (TGR), Q962Y6; purified TGR, DTNB reduction, TNB absorbance 405 nm; Potency, µM (titrated, usually from 114 µM), inactives show at the top dose activity change, negative = inhibition, usual class: inhibitors; 360,000 tested, 3% active; AID 485364, 2010; also: potency is read from the fitted curve at half-maximal effect; nearly all actives have a fitted effect of over 60% in size
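TGR 20 nM + NADPH 100 uM (dispensed conc.), cpd preinc 15 min RT; start with NADPH (500 uM addition) then DTNB (15 mM addition). Kinetic TNB absorbance, 405 nm filter. Four-parameter Hill fit across titration.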
HCMV inh: qHTS Assay for inhibitors of the human cytomegalovirus (HCMV); HFF cells, HCMV-luciferase reporter, 72 h; hits give low values; activity change, negative = inhibition, % at 57.5 µM; 410,000 tested, 4.5% active; in the data active = activity change below about -60%; inconclusive = no clear call, values can overlap the other calls; inactive = above about -39%
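Inhibition of viral replication was scored as loss of reporter luminescence in HFFs infected with HCMV-luciferase (MOI 1 PFU/cell) for 72 h; compounds tested at 2 doses, normalized to buffer and Salinomycin controls.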
HCV inhibitor: qHTS Assay for Inhibitors of Hepatitis C Virus (HCV). 340,000 tested, 3.4% active. AID 651820, 2012. Huh7.5.1 HCVcc-Cre infection, luciferase reporter, 44 h. Potency, µM (doses to about 41.8 µM), for inactives: top-dose activity change, negative = inhibition, hits mostly inhibitors; also: potency is read from the fitted curve at half-maximal effect
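A cell-based infection assay in which seeded cells (1,000 per well) receive test compound after 4 h, are inoculated with HCVcc-Cre at approximately 0.5 moi, and are incubated 44 h before luminescence detection.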
AmpC inh detg: qHTS Inhibitors of AmpC Beta-Lactamase (assay with detergent). P00811. AmpC hydrolysis of nitrocefin, absorbance 480 nm, 0.01% Triton. Potency, µM (highest dose often 114 µM), without a hit: at the top dose activity change, negative = inhibition, actives largely listed as inhibitors. 370,000 tested, 0.041% active. AID 485294, 2010;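 also: potency is read from the fitted curve at half-maximal effect; 0% = no-compound wells and -100% = no-enzyme wells; nearly all actives have a fitted effect of over 25% in size; some results filed as inactive show a strong effect at the top dose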
Target sequence (P00811 whole entry, looked up): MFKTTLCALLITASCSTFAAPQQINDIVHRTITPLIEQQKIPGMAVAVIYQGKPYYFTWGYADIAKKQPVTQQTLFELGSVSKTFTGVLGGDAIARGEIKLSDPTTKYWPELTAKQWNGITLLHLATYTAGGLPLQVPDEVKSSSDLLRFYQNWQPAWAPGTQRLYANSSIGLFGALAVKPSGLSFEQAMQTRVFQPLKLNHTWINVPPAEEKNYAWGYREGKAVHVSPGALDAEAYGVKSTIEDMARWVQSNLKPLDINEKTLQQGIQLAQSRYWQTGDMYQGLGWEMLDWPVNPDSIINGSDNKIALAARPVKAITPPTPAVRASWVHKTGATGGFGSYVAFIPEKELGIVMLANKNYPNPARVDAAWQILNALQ
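AmpC (5.3 nM in the dispensed reagent) in 20 mM phosphate pH 7.0 with 0.01% (detergent screen) or 0.0001% Triton X-100 was preincubated with compounds for 15 min at room temperature. Nitrocefin was then added from an 800 uM solution, and hydrolysis was followed at 480 nm.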
FBPA Giardia inh: qHTS Assay for Inhibitors of Fructose-1,6-bisphosphate Aldolase from Giardia Lamblia; purified Giardia FBPA; 290,000 tested, 0.71% active; Potency, µM (highest dose often 59.6 µM), for the others: at the highest dose activity, negative = inhibition, actives largely listed as inhibitors; AID 2451, 2010; A8B2U2; also: potency is read from the fitted curve at half-maximal effect; nearly all actives have a fitted effect of over 55% in size
Target sequence (A8B2U2 whole entry, looked up): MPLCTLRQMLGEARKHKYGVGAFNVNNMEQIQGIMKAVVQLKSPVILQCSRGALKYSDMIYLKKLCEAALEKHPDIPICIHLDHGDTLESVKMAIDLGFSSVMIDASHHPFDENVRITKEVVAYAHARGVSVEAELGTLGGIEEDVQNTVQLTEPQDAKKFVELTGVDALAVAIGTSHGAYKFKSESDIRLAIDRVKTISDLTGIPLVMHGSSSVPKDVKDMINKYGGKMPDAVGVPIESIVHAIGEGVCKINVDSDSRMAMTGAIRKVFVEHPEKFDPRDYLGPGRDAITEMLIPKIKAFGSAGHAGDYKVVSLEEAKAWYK
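40 nM FBPA preincubated 10 min at RT with compound (up to 57.5 uM final), then substrate plus GAPDH/TPI/NAD/arsenate coupling and diaphorase/resazurin added. Fluorescence read after 20 min at RT, 525/598 nm.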
AMA1-RON2 inh: qHTS for Inhibitors of AMA1-RON; Towards Development of Antimalarial Drug Lead: Primary Screen; Plasmodium falciparum AMA1 (3D7) - RON2 peptide interaction; AlphaScreen AMA1-biotinylated RON2 peptide binding; Potency, µM (highest dose often 58.2 µM), for the others: at the highest dose activity change, negative = inhibition, usual class: inhibitors; 360,000 tested, 0.2% active; AID 720542, 2013;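 also: potency is read from the fitted curve at half-maximal effect; 0% = vehicle wells and -100% = peptide control; nearly all actives have a fitted effect of over 45% in size; some results filed as inactive show a strong effect at the top dose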
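AMA1 (3D7) with his tag at 25 nM final met compounds first, then biotinylated RON2 peptide at 25 nM; detection used donor plus acceptor beads, 10 µg/mL apiece, read by AlphaScreen after 30 min at room temperature.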
Active calls of the source: *; & = joins results of further samples; [ ] = remark or other dose. Unless noted, calls follow the shape of the dose curve; as a rule, active = well fitted curve in the direction sought with a large enough effect; inconclusive = small, poorly fitted or top-dose-only effect, or another doubt; inactive = no such curve, though single readings can be large; an effect the other way counts as inactive or inconclusive. Unless noted, % is scaled to controls: 0 for no effect and ±100 for the full control effect.

CCc1ccc(OCCCC(=O)Nc2ccc(S(N)(=O)=O)cc2)cc1 was read as Sm TGR block -6%, HCMV inh 4, HCV inhibitor 4%, AmpC inh detg 6%, FBPA Giardia inh 0% and AMA1-RON2 inh -19%.
For Cc1cc(C)nc(NC(=O)CSc2ccccn2)n1 the results were Sm TGR block -17%, HCMV inh -16, HCV inhibitor 20%, AmpC inh detg 2%, FBPA Giardia inh 0% and AMA1-RON2 inh -13%.
For CCc1nc(N2CCN(C(=O)c3ccccc3)CC2)c(C#N)c2c1COC(C)(C)C2 the results were Sm TGR block 0%, HCMV inh -62*, HCV inhibitor inconclusive, AmpC inh detg inconclusive, FBPA Giardia inh -3% and AMA1-RON2 inh -9%.
For CC(=O)c1ccc(N2CCN(c3ccc(NC(=O)c4cccs4)cc3C(=O)O)CC2)cc1 the results were Sm TGR block -5%, HCMV inh 11 and AmpC inh detg 0%.
For C/C(=N\NC(=O)c1cccnc1)c1cc(C)oc1C the results were Sm TGR block -2%, HCMV inh 40, HCV inhibitor -8%, AmpC inh detg -2%, FBPA Giardia inh -4% and AMA1-RON2 inh 42%[activator].
`CCOC(=O)C1CCN(c2cc3c(cc2NC(=O)c2cc(OC)ccc2Br)n(C)c(=O)n3C)CC1` gave Sm TGR block -2%, HCMV inh -20, HCV inhibitor inconclusive, AmpC inh detg 0%, FBPA Giardia inh inconclusive and AMA1-RON2 inh 13%.
Screening CC1=C(C#N)c2nc(N)c(C#N)c(C)c2/C1=C\c1ccc(OCC(=O)O)c(Cl)c1 returned Sm TGR block inconclusive, HCMV inh -25, HCV inhibitor 9%, AmpC inh detg -8%, FBPA Giardia inh 20µM* and AMA1-RON2 inh 15%.
O=S(=O)(Cc1ccc(Cl)cc1)Nc1ccc(Cl)cn1 was read as Sm TGR block 0%, HCMV inh -101*, HCV inhibitor 18%, AmpC inh detg -5%, FBPA Giardia inh -5% and AMA1-RON2 inh -13%.
For OCC1(CCOc2ccccc2)CCN(Cc2ccncc2)CC1 the results were Sm TGR block inconclusive, HCMV inh 72, HCV inhibitor 12%, AmpC inh detg 3%, FBPA Giardia inh 11% and AMA1-RON2 inh 1%.
Cc1cc(CNC(=O)C(C)Cc2ccccc2)nn1C (configuration not stated) was read as Sm TGR block 3%, HCMV inh 9, HCV inhibitor -2%, AmpC inh detg 3%, FBPA Giardia inh 1%&3% and AMA1-RON2 inh 1%.
O=C(Nc1cccnc1N1CCOCC1)c1cc2ccccc2oc1=O was read as Sm TGR block 7%, HCMV inh -8, HCV inhibitor 14%, AmpC inh detg -13%, FBPA Giardia inh -13% and AMA1-RON2 inh 19%.
Screening O=C(COC(=O)c1ccc(Br)o1)c1ccc(S(=O)(=O)N2CCCCC2)cc1 returned Sm TGR block -8%, HCMV inh 15, HCV inhibitor inconclusive, AmpC inh detg -9% and AMA1-RON2 inh -7%.
For COc1ccc(NC(=O)C(C)N2c3cccc4cccc(c34)S2(=O)=O)cc1OC (configuration not stated) the results were Sm TGR block -7%, HCMV inh -80*, HCV inhibitor 6.3µM*, AmpC inh detg -4%, FBPA Giardia inh 0% and AMA1-RON2 inh 12%.
For CC(C)(C)NC(=O)NC(=O)COC(=O)C1c2ccccc2Oc2ccccc21 the results were Sm TGR block -14%, HCMV inh -12, HCV inhibitor -26%, AmpC inh detg 0% and AMA1-RON2 inh -3%.
O=C(c1ccc2c(c1)OCO2)N(CC1CCCO1)C1(C(=O)NC2CCCC2)CCCCC1 (configuration not stated) was read as Sm TGR block -6%, HCMV inh -21, HCV inhibitor -4%&-10%, AmpC inh detg 1%, FBPA Giardia inh 6% and AMA1-RON2 inh -24%.
Cc1ccc(NC(=O)C2C3CCCC2C3c2ccccc2)c(C)c1 (configuration not stated) was read as Sm TGR block -4%, HCMV inh -7, HCV inhibitor 7%, AmpC inh detg -13%, FBPA Giardia inh 9% and AMA1-RON2 inh 7%.
COc1cc(-c2nn3c(-c4ccccn4)nnc3s2)cc(OC)c1OC was read as Sm TGR block -32%, AmpC inh detg inconclusive and FBPA Giardia inh 2%.
For O=C(N/N=C/c1ccc(N2CCOCC2)c([N+](=O)[O-])c1)c1ccc(F)cc1 the results were Sm TGR block -21%, HCMV inh 29, HCV inhibitor -27%, AmpC inh detg 2%, FBPA Giardia inh -1% and AMA1-RON2 inh 4%.
`CC1CCN(C(NC(=O)c2ccco2)C(=O)c2ccccc2)CC1` (configuration not stated) gave Sm TGR block 10%, HCMV inh 32, HCV inhibitor 17%, AmpC inh detg 0%, FBPA Giardia inh -1% and AMA1-RON2 inh 7%.
For Cc1nn(CC(=O)NCC(C)c2ccccc2)c(=O)c2cc3occc3n12 (configuration not stated) the results were Sm TGR block 0%, HCMV inh inconclusive, HCV inhibitor -10%, AmpC inh detg -14% and AMA1-RON2 inh -5%.
Screening CCN(C[C@H]1N[C@@](C)(C(=O)OC)[C@H]2C(=O)N(C)C(=O)[C@@H]12)C(=O)c1ccc(F)cc1 returned HCMV inh -7, HCV inhibitor -2%[8.37 µM] and AMA1-RON2 inh 0%.
`N#CCSc1nc2[nH]ncc2c(=O)n1-c1ccccc1Br` gave Sm TGR block -23%, HCMV inh -20, HCV inhibitor -17%, AmpC inh detg -6%, FBPA Giardia inh 0% and AMA1-RON2 inh -2%.
`CCN1CCN(S(=O)(=O)c2ccc(Cl)c(C(=O)NCCc3ccccc3)c2)CC1` gave Sm TGR block -14%, HCMV inh 4, HCV inhibitor -4%, AmpC inh detg -13% and AMA1-RON2 inh 82%[activator].
Cc1ccc(C)c(NC(=S)NC(NC(=O)N(C)C)C(Cl)(Cl)Cl)c1 (configuration not stated) was read as Sm TGR block inconclusive, HCMV inh 30, HCV inhibitor 1%, AmpC inh detg 2%, FBPA Giardia inh -5% and AMA1-RON2 inh 7%.
For O=C(Cn1cnc([N+](=O)[O-])c1)NCCc1ccccc1 the results were Sm TGR block inconclusive, HCMV inh 14, HCV inhibitor 15%, AmpC inh detg -6%, FBPA Giardia inh 3% and AMA1-RON2 inh 37%[activator].
For COc1ccc([C@H]2CC(=O)C=C(c3ccccc3)C2)cc1 the results were Sm TGR block -5%, HCV inhibitor inconclusive, AmpC inh detg -2% and AMA1-RON2 inh 5%.
`Cc1c(Cl)cccc1NC(=S)NN1CCOCC1` gave Sm TGR block 32µM*, HCMV inh 9, HCV inhibitor 3%, AmpC inh detg 0%, FBPA Giardia inh -1% and AMA1-RON2 inh 6%.
Clc1ccc2nc(SCc3nnc(-c4ccccc4)o3)[nH]c2c1 was read as Sm TGR block -26%, HCMV inh -38, HCV inhibitor 17%, AmpC inh detg -3%, FBPA Giardia inh inconclusive and AMA1-RON2 inh 21%.
For CCCCN(C)C(=O)C1CCCN(c2ncnc3onc(-c4ccc(F)cc4)c23)C1 (configuration not stated) the results were Sm TGR block 0%, HCMV inh 3 and AmpC inh detg 2%.
For CN(C)C1(CNC(=S)Nc2ccccc2C(F)(F)F)CCCCC1 the results were Sm TGR block 1%, HCMV inh 10, HCV inhibitor inconclusive, AmpC inh detg 4%, FBPA Giardia inh 5% and AMA1-RON2 inh 4%.
CCN(CC)CCNc1nc(-c2ccccc2)nnc1C(F)(F)F was read as Sm TGR block -6%, HCV inhibitor -26%, AmpC inh detg 2%, FBPA Giardia inh -5% and AMA1-RON2 inh -3%.
`F[B-](F)(F)c1cnc2ccccc2c1` gave HCMV inh -5, HCV inhibitor 16% and AMA1-RON2 inh 0%.
Screening C=CCn1c(=O)n(C(=O)OCC)c2cc(Br)ccc21 returned Sm TGR block -9%, HCMV inh -36, HCV inhibitor -20%, AmpC inh detg 1%, FBPA Giardia inh 3% and AMA1-RON2 inh -4%.
For O=c1[nH]cnc2c1ncn2C1OCC(O)C(O)C1O (configuration not stated) the results were HCMV inh 25, HCV inhibitor 10% and AMA1-RON2 inh 10%.
Screening CCC1CCCCN1C(=O)Nc1cccc(NC(=O)N2CCCCC2CC)c1 (configuration not stated) returned Sm TGR block 40µM*, HCMV inh 7, HCV inhibitor -26%, AmpC inh detg 3%, FBPA Giardia inh inconclusive and AMA1-RON2 inh -8%.
CCc1ccccc1N=C1SCC(=O)N1C was read as Sm TGR block -3%, HCMV inh -20, HCV inhibitor 11%, AmpC inh detg -4%, FBPA Giardia inh -6% and AMA1-RON2 inh 0%.

Ordered by molar mass (lowest first): 3 of the compounds above
Screening C=CCn1c(=O)n(C(=O)OCC)c2cc(Br)ccc21 returned Sm TGR block -9%, HCMV inh -36, HCV inhibitor -20%, AmpC inh detg 1%, FBPA Giardia inh 3% and AMA1-RON2 inh -4%.
Screening CCC1CCCCN1C(=O)Nc1cccc(NC(=O)N2CCCCC2CC)c1 (configuration not stated) returned Sm TGR block 40µM*, HCMV inh 7, HCV inhibitor -26%, AmpC inh detg 3%, FBPA Giardia inh inconclusive and AMA1-RON2 inh -8%.
For CCCCN(C)C(=O)C1CCCN(c2ncnc3onc(-c4ccc(F)cc4)c23)C1 (configuration not stated) the results were Sm TGR block 0%, HCMV inh 3 and AmpC inh detg 2%.

(list continues)
CC(C)(C)c1ccc(C(=O)Nc2ccc(C(=O)N3CCOCC3)cc2)cc1 was read as Sm TGR block -27%, HCMV inh -11, HCV inhibitor inconclusive, AmpC inh detg 6% and AMA1-RON2 inh -2%.
COC(=O)Nc1ccc(S(=O)(=O)N2CCN(c3ccc(F)cc3)CC2)cc1 was read as Sm TGR block 1%, HCMV inh -26, HCV inhibitor inconclusive, AmpC inh detg -7%, FBPA Giardia inh 2% and AMA1-RON2 inh -3%.
Cc1ccc(C(=O)Nc2cccc(Oc3ccccc3)c2)o1 was read as Sm TGR block -7%, HCMV inh -20, HCV inhibitor inconclusive, AmpC inh detg inconclusive, FBPA Giardia inh -7% and AMA1-RON2 inh 12%.
For Cc1ccc(-n2nc3c(c2NC(=O)CCC2CCCCC2)CS(=O)C3)cc1 (configuration not stated) the results were Sm TGR block -15%, HCMV inh -68*, HCV inhibitor -1%, AmpC inh detg inconclusive, FBPA Giardia inh 0% and AMA1-RON2 inh -4%.
Cc1c(NC(=O)c2ccc(S(=O)(=O)N(C)c3ccccc3)cc2)c(=O)n(-c2ccccc2)n1C was read as Sm TGR block 15%, HCMV inh -12, HCV inhibitor 31%[activator], AmpC inh detg 2%, FBPA Giardia inh 2% and AMA1-RON2 inh 48%[activator].
`Cc1noc(C)c1S(=O)(=O)N1CCN(S(=O)(=O)c2ccccc2C#N)CC1` gave Sm TGR block -1%, HCMV inh 10, HCV inhibitor -21%, AmpC inh detg 1%, FBPA Giardia inh -2% and AMA1-RON2 inh -9%.
CCn1c(NCc2c[nH]c3ccccc23)nc2ccccc21 was read as HCMV inh 44, HCV inhibitor -25% and AMA1-RON2 inh -7%.

Source: PubChem BioAssay (National Center for Advancing Translational Sciences (NCATS))
